H37Rv inhibition = M. tuberculosis growth inhibition, HTS (AID 449762); 0.59% of 330,000 active; inhibition, % at 25 µM, or IC50 in µM where a hit was titrated; M. tuberculosis H37Rv growth inhibition, 7H9 media; higher % means a stronger effect; in the data active = a potency from the dose series; inconclusive = inhibition above about 70% without an active follow-up result;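 also: bacterial growth assessed after seven days of incubation; strong numbers were not always called active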
Salmonella PhoP GFP = PhoP regulon inhibitors, Salmonella typhi PhoP promoter GFP reporter, confirmatory (AID 1850). one-dose inhibition, % at 50 µM; IC50 in µM for titrated hits. Salmonella Typhi PhoP-promoter GFP reporter, fluorescence, 4 h; higher % means a stronger effect. 0.33% of 310,000 active; in the data active = a potency from the dose series; inconclusive = inhibition mostly from about 25% at the one dose, without a potency; inactive = the rest, 99 in 100 with inhibition below about 19%;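 also: 0% = induced wells with vehicle and 100% = uninduced wells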
influenza NS1A = NS1A inhibition, H1N1 influenza, cell based functional assay (AID 504329) | NS1A functional cell-based assay, percent inhibition; higher % means a stronger effect | inhibition, % at 12.5 µM; hits with a dose series show IC50 in µM | 0.3% of 340,000 active; in the data active = a potency from the dose series; inconclusive = inhibition above about 27% without an active follow-up result; also: strong numbers were not always called active
M. tuberculosis = growth inhibition of non-replicating M. tuberculosis (AID 488890) | Mycobacterium tuberculosis non-replicating, growth inhibition; higher % means a stronger effect | inhibition, % at 25 µM; hits with a dose series show IC50 in µM | 0.39% of 320,000 active; in the data active = a potency from the dose series; inconclusive = inhibition mostly from about 82% at the one dose, without a potency; inactive = the rest, 99 in 100 with inhibition below about 76%;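 also: plate controls were DMSO cells for no effect and high antibiotic wells for full effect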
VEEV TC-83 Vero = inhibitors of VEEV TC-83 cytopathic effect, confirmation, Vero cells (AID 588727) | Vero cells, VEEV TC-83 cytopathic effect inhibition; higher % means a stronger effect | one-dose inhibition, % at 20 µM; IC50 in µM for titrated hits | 0.13% of 350,000 active; in the data active = a potency from the dose series; inconclusive = inhibition mostly from about 14% at the one dose, without a potency; inactive = the rest, 99 in 100 with inhibition below about 12%; also: strong numbers were not always called active
VEEV TC-83 Vero 10K pilot screen = second read-out of VEEV TC-83 Vero, no call of its own (marks repeat the call); inhibition, %; measured here: 10K pilot screen inhibition
* marks the source's active call; other numbers are inactive results; i = inactive; u = inconclusive; x = no result given.

SMILES	H37Rv inhibition	Salmonella PhoP GFP	influenza NS1A	M. tuberculosis	VEEV TC-83 Vero	others
C#CCCCc1nc2ccccc2c(=O)n1N	0%	-8%	3%	7%	0.8%
CC12CC3(C)CC(C)(C1)CC(C(=O)NCCc1ccc(S(N)(=O)=O)cc1)(C2)C3	-1%	1%	8%	19%	0.5%
O=C(NC1CCCCCCC1)c1ccc2c(c1)N(Cc1ccc(F)cc1)C(=O)CS2=O (stereo not drawn)	7%	-13%	-17%	36%	i
Cc1ccc(S(=O)(=O)CCc2nnc(NC(=O)c3ccco3)s2)cc1	-6%	8%	-1%	-7%	1.4%
Cc1ccc(O)c(C(=O)CC(=O)c2ccccc2Cl)c1	11µM*	-18%	0%	u	1.8%
O=C(CSc1nc2[nH]ncc2c(=O)[nH]1)c1ccc(Cl)cc1	5%	-5%	x	-8%	x
Cc1onc(-c2ccccc2)c1CNS(=O)(=O)c1ccccc1	-4%	3%	10%	8%	0.7%
CC(=O)c1n[nH]nc1NC(=O)c1ccccc1	-13%	-4%	-2%	10%	i
CN(c1ccc(C(=O)Nc2ccccc2C(=O)N2CCOCC2)cc1)S(C)(=O)=O	5%	14%	-5%	3%	1.9%
CCOC(=O)c1ccccc1NC(=O)c1cccc([N+](=O)[O-])c1	-1%	-1%	2%	-1%	0.2%

Brought forward from above: six entries; new compounds follow.
SMILES	H37Rv inhibition	Salmonella PhoP GFP	influenza NS1A	M. tuberculosis	VEEV TC-83 Vero	others
Cc1ccc(O)c(C(=O)CC(=O)c2ccccc2Cl)c1	11µM*	-18%	0%	u	1.8%
O=C(CSc1nc2[nH]ncc2c(=O)[nH]1)c1ccc(Cl)cc1	5%	-5%	x	-8%	x
Cc1onc(-c2ccccc2)c1CNS(=O)(=O)c1ccccc1	-4%	3%	10%	8%	0.7%
CC(=O)c1n[nH]nc1NC(=O)c1ccccc1	-13%	-4%	-2%	10%	i
CN(c1ccc(C(=O)Nc2ccccc2C(=O)N2CCOCC2)cc1)S(C)(=O)=O	5%	14%	-5%	3%	1.9%
CCOC(=O)c1ccccc1NC(=O)c1cccc([N+](=O)[O-])c1	-1%	-1%	2%	-1%	0.2%
Cc1ccc(S(=O)(=O)NNC(=O)C2CCCCC2)cc1	3%	-3%	7%	-3%	i
COCCCn1c(=S)[nH]c2sc3c(c2c1=O)CCCC3	-5%	-2%	7%	-19%	2.0%
COc1cccc(C(O)c2cnc(C(C)C)n2C)c1OC (stereo not drawn)	7%	-8%	-7%	-13%	1.0%
CCOC(=O)c1ccc(CNC(=O)C2CCC(=O)N(CCc3ccccc3)C2)o1 (stereo not drawn)	-9%	4%	3%	-13%	1.4%
COc1cc(/C=C/C(=O)O)cc(S(=O)(=O)Nc2ccc3cn[nH]c3c2)c1OC	2%	x	-3%	-14%	i
Clc1ccc(Cn2nc(-c3ccccc3)nc2-c2ccccc2)cc1	8%	-5%	-8%	-7%	0.9%
COc1ccc(N2CC(C(=O)NCc3cccnc3)CC2=O)cc1 (stereo not drawn)	12%	-32%	-24%	2%	3.4%
COc1ccc(-c2csc(C3=C(O)CN(CCCN4CCCC4=O)C3=N)n2)cc1OC	-6%	-2%	-2%	3%	3.3%
Cc1ccc(-c2nc(C)sc2CC(=O)O)cc1	-2%	7%	10%	7%	4.7%
O=C(O)c1ccc(N/N=C/c2cccc(F)c2)cc1	16%	-5%	-2%	3%	i
CN(C)S(=O)(=O)N1CCC(Oc2ccc(C(=O)NCc3cnn(C)c3)cc2)CC1	-9%	9%	-7%	6%	1.0%
CC(OC(=O)c1ccc(Cl)nc1)C(=O)NC1(C#N)CCCCC1 (stereo not drawn)	-7%	-4%	1%	2%	0.1%
Cn1c(CCN2CCCC2)nc2cc(NS(=O)(=O)c3ccc(Cl)cc3)ccc21	13%	1%	2%	67%	5.4%
Cc1ccc(-c2nnc(SCC(=O)NC3CC3)n2N)cc1	-3%	-2%	-5%	8%	i
O=C(CN1CCN(c2ccc(F)cc2)CC1)Nc1ccc(S(=O)(=O)N2CCOCC2)cc1	10%	-3%	0%	0%	1.2%
Cc1ccc(CCNC(=O)Cn2ccc3cc(S(=O)(=O)N4CCCC4)ccc32)cc1	9%	0%	3%	9%	i
Cc1cc(C)n2nc(SCC(=O)Nc3ccc(F)cc3[N+](=O)[O-])nc2n1	-1%	x	-15%	2%	0.5%
COc1cc2c(cc1OC)CN(C(=O)CNS(=O)(=O)c1ccc(C)c(C)c1)CC2	-2%	-2%	3%	12%	1.9%
O=C(CN1CCCCCC1)NCCN1C(=O)S/C(=C\c2ccccc2Cl)C1=O	-4%	-1%	-10%	29%	1.1%
S=c1nn[nH]c2ccccc12	x	x	0%	x	u
Cc1ccc2[nH]c3c(c2c1)CCc1cn[nH]c1-3	2%	-7%	-10%	25%	1.4%
Cc1ccc(C(=O)OCC(=O)NC(=O)c2ccccc2)o1	-7%	0%	-3%	-18%	0.6%
CC1CCN(C(=O)CSc2nc(N)cc(N)n2)CC1	-5%	3%	1%	-7%	i
O=C1c2ccccc2-c2onc3c(N4CCN(CCO)CC4)cc(N4CCN(C(=O)c5ccco5)CC4)c1c23	30%	-52%	9.9µM*	75%	u
Cc1cc(C)cc(NC(=O)Nc2c(Br)cnn2C)c1	8%	6%	14%	-3%	0.2%
CCN1CCSc2ccc(C(=O)NCc3ccccc3Br)cc21	-9%	-6%	24%	4%	8.5%	VEEV TC-83 Vero 10K pilot screen=4.6
CCOc1ccc(NC(=O)COC(=O)c2cc(=O)c3ccccc3o2)cc1	-3%	x	-3%	1%	i
CNC(=O)CN(c1cc(C)ccc1OC)S(=O)(=O)c1ccc(C)cc1	-3%	-7%	0%	9%	i
CNC(=S)NCCc1ccc(OC)cc1	-5%	-7%	-6%	39%	1.0%
Cc1ccc2sc(N3CCN(C(=O)c4ccc([N+](=O)[O-])o4)CC3)nc2c1C	u	0%	-10%	69%	0.5%
COc1ccccc1NC(=O)C1CCCN1C(=O)NC1CCCCC1 (stereo not drawn)	-3%	4%	-8%	-3%	1.6%
CCCC/C(O)=N\S(=O)(=O)c1ccc(N=NN(C)C)cc1	-8%	-1%	-3%	-10%	0.7%
Cc1ccc(CSc2cc(C)[nH]c(=O)n2)cc1	-5%	6%	-6%	8%	2.0%
COCCCn1c(=O)c2sccc2n2c(CCCC(=O)N(C)Cc3ccco3)nnc12	3%	3%	6%	-12%	1.2%
O=C(NCc1ccccc1)NC(O)C(Cl)(Cl)Cl (stereo not drawn)	0%	4%	3%	-5%	1.1%
COc1ccc(N(CC(=O)Nc2cccc(C)c2)S(=O)(=O)c2c(C)noc2C)cc1	6%	0%	-9%	19%	2.2%
CCOC(=O)N1CCN(Cc2nc(Cc3cccc(C(F)(F)F)c3)no2)CC1	8%	10%	-15%	26%	1.0%
CC(C)C(C)NC(=O)COc1ccc(OCc2ccccc2)cc1 (stereo not drawn)	-2%	14%	-5%	60%	i
CC(C)Sc1nc2ccc(N3C(=O)C4CCCCC4C3=O)cc2s1 (stereo not drawn)	-3%	-5%	-1%	-3%	3.4%
CCS(=O)(=O)c1nc2ccccc2n1Cc1ccccn1	0%	6%	1%	8%	1.0%
CC(=O)c1ccc(NC(=S)NC(C)c2ccc(Cl)cc2Cl)cc1 (stereo not drawn)	-1%	-17%	8%	u	1.9%
O=c1cc(-c2ccc([N+](=O)[O-])cc2)nc2cc(-c3ccc(Cl)cc3)[nH]n12	-4%	-10%	x	30%	x
COc1c(C)cc(C(=O)C2CCCN(S(=O)(=O)c3c(C)noc3C)C2)cc1C (stereo not drawn)	2%	3%	-8%	21%	2.7%
CN(C)C=Nc1ccc(Cl)c(Cl)c1	41%	15%	1%	-4%	i
CCN(CC)c1ccc(C2NCC(c3ccc([N+](=O)[O-])cc3)O2)cc1 (stereo not drawn)	-12%	0%	-15%	-20%	i
CCc1cccc(C)c1NC(=O)c1cccc(N(C)C)c1	-10%	-5%	-15%	17%	i
COc1ccc(Cc2noc(CN(C)C3CC(C)(C)NC(C)(C)C3)n2)cc1OC	0%	3%	0%	4%	0.7%
Cc1cccc(C)c1N(CC(=O)NCc1ccco1)C(=O)CNS(=O)(=O)c1ccc(F)cc1	-4%	8%	4%	8%	0.5%
N#C/C(=C\c1cccs1)C(=O)NCc1ccco1	3%	-1%	5%	19%	0.7%
CCOC(=O)N1CCC(NC(=O)C(Cc2ccccc2)NC(=O)C2CCCCC2)CC1 (stereo not drawn)	-10%	-17%	12%	15%	i

Next entries follow:
SMILES	H37Rv inhibition	Salmonella PhoP GFP	influenza NS1A	M. tuberculosis	VEEV TC-83 Vero	others
CC(=O)c1c(C)[nH]c(C(=O)NCc2ccc(C)cc2)c1C	-11%	12%	1%	30%	0.8%
O=C(COC(=O)CNS(=O)(=O)c1c(Cl)cccc1Cl)Nc1cccnc1Cl	5%	-2%	-7%	-6%	0.9%
CCN1C(=NCCCCO)N[C@@H](c2cccc(C(F)(F)F)c2)C(C(=O)OC)=C1C	-8%	1%	-8%	22%	1.1%
O=C1CN(C(=O)COC(=O)/C=C/c2ccc(F)cc2)c2ccccc2N1	5%	x	2%	2%	i
S=C(Nc1ccccc1)N1CCC(C2CCN(C(=S)Nc3ccccc3)CC2)CC1	-1%	-1%	x	2%	x
O=C(CN1C(=O)NC2(CCCC2)C1=O)Nc1ccccc1-c1ccccc1	0%	-1%	-9%	10%	0.2%
CCc1n[nH]c2c1/C(=N/O)CCC2	-4%	2%	-3%	8%	1.8%
CCOC(=O)C1CCCN(CC(=O)N(C)c2c(N)n(Cc3ccccc3)c(=O)[nH]c2=O)C1 (stereo not drawn)	3%	x	1%	4%	1.6%
CCCCn1cnc2c(cnn2-c2ccc(F)cc2)c1=O	1%	-9%	-1%	19%	4.4%
CCOc1ccc(-n2c(SCc3ccc(C#N)cc3)nnc2-c2cccnc2)cc1	-6%	1%	22%	-3%	1.0%

Pulled one by one from the list above:
SMILES	H37Rv inhibition	Salmonella PhoP GFP	influenza NS1A	M. tuberculosis	VEEV TC-83 Vero	others
S=C(Nc1ccccc1)N1CCC(C2CCN(C(=S)Nc3ccccc3)CC2)CC1	-1%	-1%	x	2%	x
CCc1n[nH]c2c1/C(=N/O)CCC2	-4%	2%	-3%	8%	1.8%

Following part:
SMILES	H37Rv inhibition	Salmonella PhoP GFP	influenza NS1A	M. tuberculosis	VEEV TC-83 Vero	others
Cc1nnc(SCC(=O)Nc2ncc(Cl)cc2Cl)n1Cc1ccccc1	5%	-4%	-5%	u	1.6%
C=CCC1(CC=C)CCCN1C(=O)Cn1nnnc1CN(C)C(C)C	-2%	-5%	-4%	-9%	1.9%
Cc1cccc(NC(=O)CSc2nnc(CCNC(=O)OC(C)(C)C)o2)c1C	-6%	-5%	12%	-6%	1.6%
O=C(O)CSc1c2c(nc3cc(C(=O)N4CCCC4)ccc13)CCCC2	-3%	-9%	4%	1%	0.5%
Cc1cc(-c2nc3cccnc3s2)ccc1NS(=O)(=O)c1cccs1	-9%	6%	4%	25%	5.9%
CCNc1nc(-c2ccc(Cl)cc2)cs1	3%	-23%	4%	14%	0.1%	VEEV TC-83 Vero 10K pilot screen=1.3
CCCn1nnc(NC(=O)c2ccc(-c3ccccc3)cc2)n1	-2%	6%	1%	13%	1.4%
CCC1CCCCN1CCCNC(=O)Cn1nc(-c2ccccc2)ccc1=O (stereo not drawn)	-7%	-1%	2%	-8%	i
CSCCC(NS(=O)(=O)c1ccccc1)C(=O)OCc1nc2ccsc2c(=O)[nH]1 (stereo not drawn)	8%	5%	3%	-4%	i
O=C(CSc1nnc(COc2ccc(Cl)cc2)o1)OC1CCCCC1	u	7%	-7%	4%	1.4%
Cc1ccc(OCCOCCNC(C)C)c(Br)c1	-6%	2%	9%	4%	0.3%
COc1ccc(CN(C)CC(=O)NC(=O)NCc2ccccc2)c(OC)c1	-6%	-1%	-1%	u	2.9%
O=C1CC(c2ccco2)Sc2nc3ccccc3n21 (stereo not drawn)	-2%	-5%	4%	-8%	8.2%
CCN(c1cccc(C)c1)C1C(=O)c2ccccc2N1C(C)=O (stereo not drawn)	4%	1%	-22%	24%	0.4%
COc1ccc(-n2nc([N+](=O)[O-])c(=NCCc3cccc(C)c3)n2O)cc1	11%	-5%	17%	37%	4.4%
CCOc1ccc(CN(C)c2nc(-c3cccnc3)nc3ccccc23)cc1OC	12%	-4%	15%	40%	7.6%
O=C(O)c1ccc(NC(=O)c2cn(-c3ccccc3)nc2-c2ccc(Br)cc2)cc1	21%	-2%	-8%	18%	7.6%
CCc1ccc(-n2c(=O)c3ccccc3n(CC(=O)C(C)(C)C)c2=O)cc1	5%	14%	-8%	2%	0.9%

Screening results deposited in PubChem by Southern Research Specialized Biocontainment Screening Center.
